GAA glycogen: GAA glycogen-cleavage inhibition or activation | P10253 | recombinant GAA, glycogen substrate, Amplex Red glucose oxidase fluorescence | Potency, µM (top dose mostly 76.4 µM), for the others: at the highest dose activity change, negative = inhibition, most hits filed as inhibitors | 300,000 compounds, 0.38% hits; active = well fitted inhibition curve with a large enough effect; inconclusive = small, poorly fitted or top-dose-only effect, or another doubt; inactive = no such curve, though single readings can be large or run the other way;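 note: 0% = full enzyme reaction and -100% = no-enzyme basal signal; the screen sought inhibitors and activators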
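qHTS, 1536-well; enzyme 4 nM final; cpd up to 77 uM; substrate bovine liver glycogen 30 ug; 50 mM citrate/phosphate pH 5.0, 0.01% Tween-20; 37 C, 40 min; Amplex Red detection 45 min RT; Hill fit → AC50.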
An asterisk follows results filed as active; ? = inconclusive; [ ] = another dose, or the depositor's remark. Potency is the fitted concentration of half-maximal effect.

Molecule | GAA glycogen
O=C(NCCCN1CCN(c2ccccc2F)CC1)c1cc2c(Cl)nc3ccccc3c2s1 | -8.5%[76.3 µM]
COc1ccc(CNC(=O)C2CCN(C(=O)c3cccc(Cl)c3)CC2)cc1 | -7.7%[76.3 µM]
CN(C)c1ccc(-c2sc(Nc3ccccc3)n[n+]2-c2ccc(F)cc2)cc1 | -9.4%[76.3 µM]
CC(=O)Nc1ccc(NS(=O)(=O)c2ccccc2)c2ccccc12 | 1.1%
CC1(c2ccccc2)NC(=O)N(CC(=O)Nc2ccc(C(N)=O)cc2)C1=O (stereo not given) | 12.6%
COC(=O)c1cc(S(=O)(=O)NCC2CCN(Cc3ccc(C)cc3)CC2)c[nH]1 | 3.3%[76.3 µM]
Cc1cccc2c(=O)c(C(=O)NCCc3ccccc3)c[nH]c12 | -4.8%[76.3 µM]
Cc1noc(C)c1CN1C(=O)c2cccc([N+](=O)[O-])c2C1=O | -7.9%[76.3 µM]
CCn1c(=O)cc(SCC(=O)Nc2cc(Cl)ccc2OC)c2ccccc21 | -15.8%[76.3 µM]
Cc1sc(C2C(C#N)=C(N)N(c3cccc(Cl)c3)C3=C2C(=O)CCC3)cc1CN1CCOCC1 (stereo not given) | -17.4%[76.3 µM]
COc1ccc([N+](=O)[O-])c(OC)c1C(=O)NC(=O)Nc1nc(C)nc(C)n1 | -5.5%[76.3 µM]
O=C(Nc1ccc(S(=O)(=O)NCc2ccccc2)cc1)C1CCCCC1 | -4.1%[76.3 µM]
O/N=C\c1ccc2noc(-c3ccc(Cl)cc3)c2c1 | -0.8%
O=C(CSc1nc2ccccc2c(=O)[nH]1)Nc1ccc(N2CCOCC2)c(Cl)c1 | -20.1%
COCCN(C(=O)CCC(=O)Nc1cc(C)on1)C(C(=O)NC(C)(C)C)c1cccc(OC)c1OC (stereo not given) | 6.8%
CC(=O)Nc1ccc(NC(=O)CSc2nnc(NC(=O)c3cccc(F)c3)s2)cc1 | 6.0%[76.3 µM]
COc1ccc(C2=NC3(CCCCCC3)N(CC(=O)Nc3cccc(Cl)c3)C2=O)cc1 | -18.9%[76.3 µM]
Clc1cccc(Cn2ncc3ccccc32)c1 | -21.9%
O=C(O)c1cc(-c2cccs2)nc2ccc(Br)cc12 | 4.5%
Cn1cnnc1SCC(=O)Nc1ccc(C#N)cc1 | 5.6%[76.3 µM]
Cc1ccc(-c2cc(C(=O)N3CCOCC3)c3cc(C)ccc3n2)cc1 | 0.8%
O=C(Nc1ccc(Br)cc1)c1ccc(-n2cnnn2)cc1 | -1.9%[76.3 µM]
CCc1nn(CC(=O)Nc2ccc(C)cc2C)c(=O)c2cc3sccc3n12 | 10.1%[76.3 µM]
Cc1ccc(N(CC(=O)Nc2cccc(Cl)c2C)S(=O)(=O)c2c(C)noc2C)cc1 | 6.3%[76.3 µM]
COc1ccc(-c2nnc(NC(=O)c3ccc([N+](=O)[O-])o3)o2)c(OC)c1 | 0.4%[76.3 µM]
CCC(=O)N1CCc2cc(S(=O)(=O)NCCC(=O)Nc3cccc(SC)c3)ccc21 | 13.7%[76.3 µM]
CC1=C(C(=O)Nc2ccc(C(=O)NCCC(C)C)cc2)SCCO1 | 0.1%
COc1cccc(OC)c1C(=O)Nc1c(C(=O)N2CCN(c3ccccn3)CC2)oc2ccccc12 | 7.1%[76.3 µM]
COC(=O)c1ccc(N2NC(=O)/C(=C/c3cc(OC)c(OC)c(OC)c3)C2=O)cc1 | ?
N#CC(C#N)=Cc1c(N2CCN(c3ccccc3)CC2)nc2ccccn2c1=O | -0.2%
O=C(Nc1ccnn1C1CCN(C(=O)Cc2ccccc2F)CC1)C1CC1 | -0.6%[76.3 µM]
O=C(CNS(=O)(=O)c1cccc2nsnc12)NCCc1ccccc1 | 4.0%[76.3 µM]
CCOc1ccc2nc(CN3CCN(Cc4ccccc4OCC)C(CCO)C3)ccc2c1 (stereo not given) | 16.1%[76.3 µM]
COc1ccc(OC)c(/C=C2\NC(=O)NC2=O)c1 | 3.2%
O=C(N/N=C/c1cccc(O)c1)c1cc2c(ccc3ccccc32)o1 | -4.1%[76.3 µM]
COc1ccc(C(=O)CC(=O)C(=O)Nc2cccc(F)c2)cc1 | 1.1%
Cc1ccc(NC(=O)CN2C(=O)COc3ccc(S(=O)(=O)N4CCCCCC4)cc32)cc1C | 11.2%[76.3 µM]
COc1ccc(OC)c(S(=O)(=O)NCCCN2CCCC2=O)c1 | -1.4%[76.3 µM]
O=C(NC1CCCCC1)C(c1ccncc1)N(C(=O)c1csnn1)c1ccccc1F (stereo not given) | 3.6%
COc1cccc(C2Nc3ccccc3NC3=C2C(=O)CC(C)(C)C3)c1OC (stereo not given) | -5.7%[76.3 µM]

Already shown: an excerpt of the list.
Molecule | GAA glycogen
COc1ccc(C(=O)CC(=O)C(=O)Nc2cccc(F)c2)cc1 | 1.1%
Cc1ccc(NC(=O)CN2C(=O)COc3ccc(S(=O)(=O)N4CCCCCC4)cc32)cc1C | 11.2%[76.3 µM]
COc1ccc(OC)c(S(=O)(=O)NCCCN2CCCC2=O)c1 | -1.4%[76.3 µM]
O=C(NC1CCCCC1)C(c1ccncc1)N(C(=O)c1csnn1)c1ccccc1F (stereo not given) | 3.6%
COc1cccc(C2Nc3ccccc3NC3=C2C(=O)CC(C)(C)C3)c1OC (stereo not given) | -5.7%[76.3 µM]

(more compounds)
Molecule | GAA glycogen
O=C(NCCN1CCCCC1)/C(=C/c1ccco1)NC(=O)c1ccccc1 | -1.5%
CN1C(=O)NC(c2ccccc2[N+](=O)[O-])C2=C1CCCC2=O (stereo not given) | -1.4%
CCCCN(C(=O)C1CC(=O)N(Cc2ccc(C)cc2)C1)c1c(N)n(CC(C)C)c(=O)[nH]c1=O (stereo not given) | 1.4%[76.3 µM]
CCOC(=O)N1CCN(S(=O)(=O)c2ccc(C(=O)Nc3sc4c(c3C(=O)OC)CCN(C)C4)cc2)CC1 | -1.3%[76.3 µM]
O=c1nc(-c2ccccc2)c2cc(Br)ccc2[nH]1 | 3.1%[76.3 µM]
CC1=C(c2ccc(Cl)cc2)S(=O)(=O)N=C1N1CCN(c2cccc(C)c2)C(C)C1 (stereo not given) | -17.0%[76.3 µM]
CCn1cc(C(=O)NCCc2ccccc2)c(=O)c2cc(S(=O)(=O)N(C)C3CCCCC3)ccc21 | -9.6%[76.3 µM]
Cc1ccc2[nH]cc(CCNC(=O)c3cccs3)c2c1 | 1.2%
CCOC(=O)c1ccccc1NC(=O)c1cc2c(s1)-c1c(C)cccc1OC2 | -2.9%[76.3 µM]
COc1ccc(C(CNC(=O)c2ccc(S(=O)(=O)Nc3ccc(F)cc3)cc2)N(C)C)cc1 (stereo not given) | 0.8%[76.3 µM]
CC1CCN(CCc2nc3cc(NC(=O)C(C)C)ccc3n2C)CC1 | 2.0%
Cn1c(C(=O)N2CCC(C(=O)NCCc3ccccc3)CC2)cc2sccc21 | -13.4%[76.3 µM]
COc1cccc(N(CC(=O)Nc2ccccc2C(=O)N2CCCC2)S(C)(=O)=O)c1 | 4.4%
CCn1ncc(Br)c1C(=O)Nc1ccc(OC(F)(F)F)cc1 | -2.9%
COCCn1c(Cc2ccccc2)nnc1SCC(=O)NC1CCCCC1 | -0.4%
COCCNC(=O)Cn1cc(/C=C(\C#N)C(=O)NC2CC2)c2ccccc21 | -1.4%
CCN(Cc1ccccc1)Cc1ccc(OCc2ccccc2)c(OC)c1 | 4.5%[76.3 µM]
CCN(CC)S(=O)(=O)c1ccc2oc(Nc3ccc(OC)cc3)nc2c1 | -11.3%
O=C(CC1N=C2c3ccccc3N=C(SCC(=O)Nc3ccccc3F)N2C1=O)NCc1cccs1 (stereo not given) | -2.7%[76.3 µM]
CCC(=O)N1CCc2cc(S(=O)(=O)CCC(=O)NCc3cccc(OC)c3)ccc21 | 2.6%[76.3 µM]

Additional entries
smiles | GAA glycogen
Cc1nn(-c2ccc(Br)cc2)c(=O)c2ccccc12 | -4.3%
CC(=O)Nc1ccc(S(=O)(=O)Nc2cc(C)cn(Cc3ccc(C)cc3)c2=O)cc1 | -24.4%[76.3 µM]
CC1(C)CC(=O)N(c2ccc(Cl)c(Cl)c2)C(=O)C1 | -1.1%
CCOC(=O)c1cccc(NC(=O)C2CCCN(c3nnc(N4CCCC4=O)s3)C2)c1 (stereo not given) | -23.1%[76.3 µM]
COc1ccc2nc(N3C(=O)C(O)=C(C(=O)c4ccco4)C3c3ccccc3OC)sc2c1 (stereo not given) | -6.3%[76.3 µM]
CCc1ccc(CSc2nc(-c3ccccc3F)nc3c2Cc2c(CO)cnc(C)c2O3)cc1 | 12.1%[76.3 µM]
Cc1cccc(C)c1NC(=O)NC1(C(=O)N2CCCC2)CCCCC1 | 3.7%
Cc1ccc(NC(=O)NC(C)c2c(-n3cccc3)sc(C)c2C)cc1F (stereo not given) | 1.3%[76.3 µM]
CCCC[C@]12Cc3ccccc3C(O1)c1c(cc(-c3ccccc3)oc1=O)O2 | -28.3%[15.3 µM]
CCOc1ccc(NC(=O)Cn2c(=O)n(Cc3ccc(C(=O)NCc4ccc(C)cc4)cc3)c(=O)c3ccccc32)cc1 | 2.9%[76.3 µM]
COc1ccc(/C=C2\CCC(C3CCCC3)C2=O)c(OC)c1 (stereo not given) | -7.2%
CCOc1ccc(C2CC(=O)c3c([nH]c(C(=O)OCC4CCCCC4)c3C)C2)cc1 (stereo not given) | -14.4%[76.3 µM]
C=CCS(=O)(=O)N1CCCC(N(C)CCc2ccc(OC)c(OC)c2)C1 (stereo not given) | -12.1%[76.3 µM]
N#CC1=C(N)Oc2cc(N)ccc2C1c1ccc(F)cc1F (stereo not given) | 7.5%[76.3 µM]
COc1ccc(C(=O)N=c2sc3cc(Cl)ccc3n2C)cc1 | 13.8%[76.3 µM]
COc1ccc(N(C(=O)c2cccc(C)c2)S(=O)(=O)c2ccc(Cl)cc2)cc1 | 5.3%[76.3 µM]
Cc1ccc(NC(=O)CN(C)Cc2cccs2)cc1Cl | 2.0%
C[C@]12CCC3C(CC[C@H]4CCCC[C@]34C)C1CC[C@@]2(O)CNCCO (stereo not given in full) | -1.9%
O=C(O)c1ccccc1NS(=O)(=O)c1cccc(-n2sc3ccccc3c2=O)c1 | -6.8%
COc1ccc(C(C(=O)NCc2ccccc2)N(C(=O)Cn2nnc3ccccc32)c2ccc(F)cc2)cc1 (stereo not given) | 9.1%[76.3 µM]
Cn1c(=O)c2sccc2n2c(CCCC(=O)Nc3ccccc3)nnc12 | 0.3%[76.3 µM]
COc1ccccc1NS(=O)(=O)c1c(C(=O)N2CCCC2)c(C)n(C)c1C | 1.0%[76.3 µM]
CCOc1cc(/C=N/Nc2cc(C)nc3ccc(C)cc23)ccc1O | ?
Cc1cc(NC(=O)c2ccc(Br)o2)ccc1NC(=O)c1ccco1 | -5.2%
Cc1cc(NC(=O)CCCn2c(C)c3cnn(-c4ccccc4)c(=O)c3c2C)ccc1Br | 10.7%[76.3 µM]
CCn1cc(CN2CCN(CCC(C)C)C(CCO)C2)c2ccccc21 (stereo not given) | 8.7%[76.3 µM]
O=S(=O)(NCc1ccccc1)c1ccc(NC(=S)NCc2ccco2)cc1 | 0.6%[76.3 µM]
COc1ccccc1C(=O)N/C(=C\c1cn(C)c2ccccc12)C(=O)N1CCCC1 | 0.7%[76.3 µM]
COc1cc(C(=S)N2CCOCC2)cc(OC)c1OC(=O)c1ccccc1[N+](=O)[O-] | 0.7%[76.3 µM]
CCc1ccc(CN2CCC(n3nccc3NC(=O)c3cccc(F)c3)CC2)cc1 | 3.8%[76.3 µM]
Cc1cccc2cc(-c3nc4ccc(C(=O)O)cc4[nH]3)c(=O)oc12 | 9.4%
Cc1cc(C)c(NC(=O)CSc2nc3ncc(Br)cc3[nH]2)c(Cl)c1 | 5.0%[76.3 µM]
CC(C)c1ccc(NC(=O)CN2C(=O)COc3ccc(S(=O)(=O)N4CCCCC4)cc32)cc1 | 16.1%[76.3 µM]
Cc1ccc(NC(=O)Cn2ncc3ccccc32)c(Cl)c1 | -0.3%
Cc1cccc(C(=O)N2CCN(CCNC(=O)C(=O)Nc3ccc(F)cc3)CC2)c1 | 9.8%
CCOc1ccc(CNC(=O)Cn2c(=O)c3cccn3c3cccnc32)cc1 | 13.1%[76.3 µM]
O=C(NCCNc1ccccc1[N+](=O)[O-])c1ccccc1F | 2.2%[76.3 µM]
CN(C(=O)c1sc2nc(N3CCCC3)c3c(c2c1N)CC(C)(C)OC3)c1ccccc1 | -14.2%[76.3 µM]
O=C(CN1C(=O)COc2ccc(S(=O)(=O)N3CCCCCC3)cc21)NCc1ccc(F)cc1 | 0.0%[76.3 µM]
COc1ccc(C2=NS(=O)(=O)N(C)C(C(=O)N3CCC(C(N)=O)CC3)=C2)cc1 | -8.4%[76.3 µM]

Ordered by the number under GAA glycogen (high to low): five of the compounds above
smiles | GAA glycogen
Cc1ccc2[nH]cc(CCNC(=O)c3cccs3)c2c1 | 1.2%
CC(=O)Nc1ccc(NS(=O)(=O)c2ccccc2)c2ccccc12 | 1.1%
COCCNC(=O)Cn1cc(/C=C(\C#N)C(=O)NC2CC2)c2ccccc21 | -1.4%
O=C(NCCN1CCCCC1)/C(=C/c1ccco1)NC(=O)c1ccccc1 | -1.5%
COc1ccc(/C=C2\CCC(C3CCCC3)C2=O)c(OC)c1 (stereo not given) | -7.2%

Other entries.
smiles | GAA glycogen
Cc1ccc(NC(=O)CCN2CCN(CCO)CC2)cc1C | -5.3%[76.3 µM]
Cc1cc(=O)oc2cc(OCC(=O)N/N=C/c3ccccc3O)ccc12 | -10.0%
O=C(COc1cccnc1[N+](=O)[O-])NCc1ccc(F)cc1 | 0.6%
O=C(Cc1ccccc1)Nc1ccc(NC(=O)Cc2ccccc2)c(Cl)c1 | -0.4%[76.3 µM]
COc1ccc(N2CCN(C3CCN(S(=O)(=O)c4ccc(F)cc4)CC3)CC2)cc1 | -5.4%[76.3 µM]

An excerpt. The share of hits here may be higher or lower than overall.
